# SMARCA2 act = increases SMARCA2 function in MMTV reporter cells | MG213 cells, MMTV-luciferase reporter, dexamethasone, overnight | activation, % at 9.1 µM | hit rate 1% among 370,000 | AID 652017; in the data active means activation above about 7.8%;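 further: 0% = vehicle wells and 100% = reference activator wells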
# ssDAF12 agonist = S. stercoralis DAF-12 activation, primary screen. AID 652126. activation, % at 6.8 µM. HEK293 ssDAF-12/GRIP1 lit1-tk-luc reporter, luminescence; % of 3 µM dafachronic acid response. hit rate 1% among 370,000;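 active means activation above the mean over all tested compounds plus 3 SD, cut at about 0.9% in these data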;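 further: 0% = DMSO-only wells and 100% = 3 µM delta7-dafachronic acid wells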
# GC-A act = GC-A (human) enzyme activation; activation, % at 10 µM; P16066; AID 1671463; HEK293 GC-A cells, cGMP TR-FRET, EC30 ANP; 0% at EC30 ANP, 100% saturating ANP; hit rate 0.14% among 370,000; in the data active means activation above about 40%
# Target sequence (P16066 whole entry, looked up): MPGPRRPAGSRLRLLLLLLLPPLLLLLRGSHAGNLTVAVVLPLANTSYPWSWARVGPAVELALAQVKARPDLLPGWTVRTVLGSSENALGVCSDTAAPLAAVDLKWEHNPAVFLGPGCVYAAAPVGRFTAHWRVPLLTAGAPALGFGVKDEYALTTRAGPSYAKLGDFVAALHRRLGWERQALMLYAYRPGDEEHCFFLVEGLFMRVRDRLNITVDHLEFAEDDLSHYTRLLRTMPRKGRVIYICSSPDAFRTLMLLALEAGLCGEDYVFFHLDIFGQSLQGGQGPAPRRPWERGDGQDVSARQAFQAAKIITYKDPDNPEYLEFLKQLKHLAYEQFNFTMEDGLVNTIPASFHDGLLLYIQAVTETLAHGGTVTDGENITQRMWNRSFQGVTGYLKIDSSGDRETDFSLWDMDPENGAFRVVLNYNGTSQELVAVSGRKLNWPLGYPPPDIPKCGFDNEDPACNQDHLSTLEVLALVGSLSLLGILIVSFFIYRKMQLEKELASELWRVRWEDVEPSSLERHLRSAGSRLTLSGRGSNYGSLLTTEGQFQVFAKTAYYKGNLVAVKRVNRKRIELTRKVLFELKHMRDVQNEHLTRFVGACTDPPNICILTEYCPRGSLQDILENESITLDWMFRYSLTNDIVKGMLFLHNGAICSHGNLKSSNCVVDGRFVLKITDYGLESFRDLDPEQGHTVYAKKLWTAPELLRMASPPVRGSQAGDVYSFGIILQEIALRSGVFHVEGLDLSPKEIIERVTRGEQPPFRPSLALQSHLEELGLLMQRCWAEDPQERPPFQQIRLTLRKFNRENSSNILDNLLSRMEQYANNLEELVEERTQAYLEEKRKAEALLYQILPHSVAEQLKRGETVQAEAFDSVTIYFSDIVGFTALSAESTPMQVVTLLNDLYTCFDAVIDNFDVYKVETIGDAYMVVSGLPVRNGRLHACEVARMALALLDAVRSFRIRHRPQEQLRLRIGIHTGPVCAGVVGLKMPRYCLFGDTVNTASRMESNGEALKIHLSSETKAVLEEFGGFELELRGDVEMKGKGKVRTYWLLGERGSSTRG
# GAA850 FXN act = increases GAA850 frataxin promoter reporter activity; HEK293 lucGAA850 FXN promoter luciferase reporter, 24 h; percent of 10 µM SAHA response; activation, % at 6 µM; hit rate 0.56% among 360,000; AID 540364;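 active means activation above the average of all compounds screened plus 3 SD, cutoff fixed separately per campaign, cut at about 7.5% in these data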;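 further: 0% = DMSO wells and 100% = 10 µM SAHA wells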
# hcDAF-12 act = activators of H. contortus DAF-12 nuclear receptor. HEK293 hcDAF-12 lit1-tk-luc reporter, luminescence; 0% DMSO, 100% Δ7-dafachronic acid. activation, % at 6.8 µM. hit rate 1.4% among 370,000. AID 652067;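 active means activation above the mean of all tested compounds plus 3 SD, cut at about 5.5% in these data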;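 further: 100% = response to 3 µM Δ7-dafachronic acid high control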
# hgDAF-12 ag = hgDAF-12 agonism, primary luciferase screen; hit rate 1.8% among 370,000; activation, % at 6.8 µM; AID 687014; HEK293 GAL4-hgDAF12 UAS-luciferase reporter, agonist luminescence; normalized to butyrate control;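 active means activation above a cutoff set at the mean of all screened compounds plus 3 SD, cut at about 10% in these data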;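 further: 0% = DMSO wells and 100% = sodium butyrate wells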
# DAX1 inh-1 = inhibits human nuclear receptor DAX1; inhibition, % at 6.75 µM; AID 504766; HEK293 Gal4-DAX1 luciferase reporter, luminescence; hit rate 0.99% among 340,000; P51843;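 active means inhibition above the mean over all tested compounds plus 3 SD, cut at about 4.2% in these data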;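 further: 0% = DAX1-transfected cells with DMSO and 100% = empty-vector control cells with DMSO; inhibition shows as a rise in luminescence from relieved DAX1 repression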
# GC-B act = GC-B (human) receptor activation; P20594; HEK293-GC-B cells, CNP EC30, cGMP TR-FRET; 0% at EC30 CNP, 100% saturating CNP; activation, % at 10 µM; hit rate 0.11% among 370,000; AID 1920062;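 active means activation at 10 µM reaching about 35% in either raw or pattern-adjusted values, limit read from the data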
# HGIII-sPLA2 inh = Inhibits HGIII-sPLA2 liposome hydrolysis, primary screen; Q9NZ20; QFRET BODIPY PC-A2 liposome hydrolysis, fluorescence; inhibition, % at 12.2 µM; hit rate 0.56% among 370,000; AID 743126;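 active means inhibition above mean plus 3 SD of compounds lying within the high and low control bounds, cut at about 19% in these data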;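 further: 0% = median of test compound wells and 100% = no enzyme DMSO wells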
# ADAM10 inh = inhibitors of human ADAM10; O14672; AID 720582; hit rate 0.62% among 370,000; inhibition, % at 7 µM; recombinant ADAM10, EDANS/DABCYL FRET peptide cleavage, 3 h;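 active means inhibition above a per-campaign cutoff equal to the mean of compounds falling between control-based bounds plus 3 SD, cut at about 20% in these data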;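 further: 0% = DMSO wells while the 100% control is not disclosed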
# DAX1 inh-2 = blocks DAX1 repression of SF-1 activated StAR promoter; AID 652010; HEK293T StAR-luciferase reporter, SF-1/DAX-1 repression relief; inhibition, % at 6.8 µM; hit rate 1.1% among 370,000;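 active means inhibition above the mean over all tested compounds plus 3 SD, cut at about 3.6% in these data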;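 further: 0% = DAX-1 cells with DMSO and 100% = cells lacking DAX-1 with DMSO; higher inhibition means more luminescence from relief of DAX-1 repression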
# Active calls of the source: *; · = not tested or not shown.
SMILES,SMARCA2 act,ssDAF12 agonist,GC-A act,GAA850 FXN act,hcDAF-12 act,hgDAF-12 ag,DAX1 inh-1,GC-B act,HGIII-sPLA2 inh,ADAM10 inh,DAX1 inh-2
COc1ccc(CC(N)c2csc(Nc3ncccn3)n2)cc1 (centres undefined),0.3,-0.6,-15.8,-1.5,0.3,2.9,·,-4.7,1.8,-2.0,-1.2
C=CCOc1ccc(C2/C(=C(/O)c3ccc4c(c3)CC(C)O4)C(=O)C(=O)N2CCCN2CCOCC2)cc1 (centres undefined),1.3,-1.5,2.1,1.8,2.0,0.1,0.1,-1.4,-10.7,-1.7,-1.2
S=c1sc2c(N3CCN(Cc4ccccc4)CC3)ncnc2n1-c1ccccc1,1.6,-0.5,-2.0,-1.6,0.5,1.8,1.2,6.4,-3.1,1.8,0.1
CCOc1cnc(-c2ccc(OC)cc2)o1,7.4,-0.3,-7.3,2.0,0.3,6.6,2.0,-8.3,-0.1,0.2,1.5
COc1ccc2[nH]cc(/C=C/C(=O)c3ccccc3)c2c1,5.3,0.2,0.3,3.0,5.3,10.6*,4.1,-7.7,-18.2,-2.0,1.5
CCn1c(=O)c2ccccc2n2c(SCC(N)=O)nnc12,-2.3,-1.2,5.7,1.5,-1.7,1.4,0.6,-0.4,2.2,-10.0,-0.2
NC(=O)/C(N=Nc1ccccc1)=N/Nc1ccccc1,2.1,-1.2,2.8,-1.1,1.5,0.2,0.8,-0.5,8.0,-3.4,0.5
CCOC(=O)C1(C)CCCCCN1C(=O)c1ccc(OC)c(C(F)(F)F)c1 (centres undefined),-2.8,-2.0,-3.0,-1.1,-1.0,-0.9,·,0.4,-3.4,6.5,-2.9
CCOc1ccc2[nH]c3c(c2c1)CNCC3,-1.6,-0.9,0.0,1.7,1.4,-2.2,-0.4,-8.8,-0.7,-9.3,-0.8
CC(C)c1cc(Br)ccc1OCCCN1C(=O)NC(C)(C)C1=O,-4.3,-1.7,-7.0,5.4,-2.5,-0.7,-0.4,-7.3,-6.7,11.8,-1.3
N#Cc1ccc(-c2cccnc2)nc1SCc1ccc(Cl)c(Cl)c1,-3.6,-1.4,9.5,4.5,1.7,-1.1,1.6,11.3,9.1,-7.6,-0.3
COCc1nnc(NS(=O)(=O)c2ccc([N+](=O)[O-])cc2)s1,-1.3,0.0,3.3,0.6,-0.1,0.6,0.4,6.6,-6.9,2.6,-0.2
Cc1ccc(OCC(=O)Nc2c(C)ccc3nsnc23)cc1,-0.6,-1.4,3.2,2.8,-1.4,0.0,0.0,2.6,1.3,2.9,-0.8
COc1ccc(C(=O)Nc2ccccc2C(=O)Nc2cccc(C)n2)cc1,1.4,-1.6,3.4,2.2,-2.0,0.6,-1.1,-8.5,-3.3,-2.4,-0.6
CCN(C1CCCCC1)S(=O)(=O)c1ccc(S(=O)(=O)N(CC(=O)Nc2ccccc2)C2CC2)cc1,-2.2,-1.1,0.9,3.6,-0.3,0.4,0.6,3.5,-3.5,-0.4,0.0
Cc1ccc(Cn2c3ccccc3c3cn[nH]c(=O)c32)cc1,-1.0,-1.2,9.2,1.5,-0.8,-1.4,1.6,17.5,-7.6,-15.2,-1.5
CC(=O)Oc1ccc(-c2cccc(C(=O)NCCO)c2)cc1,2.5,-0.7,2.4,1.0,-0.2,2.9,0.5,0.5,5.5,2.7,0.0
c1ccc(-c2ccccc2OCCN2CCOCC2)cc1,-1.4,-0.5,-2.1,0.8,0.4,1.8,0.8,-3.9,-1.9,-4.6,-0.3
Oc1[nH]c2ccc(Br)cc2c1N=NC(=S)Nc1ccc(F)cc1,-2.8,-1.4,-3.3,-1.9,4.1,1.3,1.2,-7.9,13.7,4.1,-0.4
COC(=O)CSc1ncc(C#N)c(N)n1,-3.6,-0.7,4.0,3.4,0.7,1.2,-0.7,3.0,4.7,-24.7,-0.3
CCn1nc(C(=O)Nc2nc3ccccc3[nH]2)c2ccccc2c1=O,-0.2,-1.4,5.4,-1.0,-3.1,0.4,-1.4,4.4,17.5,-0.5,-1.1
CN(Cc1ccccc1)C(=O)COC(=O)c1ccc2ccccc2n1,0.5,-0.6,-3.1,-0.9,3.9,-0.6,-0.4,-2.6,-0.1,-3.3,-0.4
CN1CCN(S(=O)(=O)c2cccc(C(=O)Nc3cccc([N+](=O)[O-])c3)c2)CC1,4.7,-2.2,-7.3,1.3,-0.5,-1.7,-0.9,-1.5,-5.9,0.3,-0.2
COc1cc(C(CC(=O)Nc2cc(C)ccn2)N2Cc3ccccc3C2=O)cc(OC)c1OC (centres undefined),0.5,-1.3,-1.3,0.7,-2.2,-0.7,0.1,1.0,-1.4,-3.5,0.1
COc1ccc(NC(=S)NNC(=O)CNc2ccc(Cl)cc2)cc1,-3.7,-1.2,1.0,1.6,-0.4,-0.3,0.1,-1.1,29.4*,2.5,-0.4

# Remaining list, next part:
SMILES,SMARCA2 act,ssDAF12 agonist,GC-A act,GAA850 FXN act,hcDAF-12 act,hgDAF-12 ag,DAX1 inh-1,GC-B act,HGIII-sPLA2 inh,ADAM10 inh,DAX1 inh-2
CC(CP(=O)(O)O)NC(=O)Cc1ccccc1 (centres undefined),-2.1,-0.9,1.7,-1.6,-1.5,-0.2,0.6,3.4,2.1,-4.3,0.0
CCC1(c2ccccc2)NC(=O)N(CC(=O)Nc2ccc(S(=O)(=O)NC3=NCCCCC3)cc2)C1=O (centres undefined),2.4,-1.4,-1.0,0.8,-0.2,-1.7,-0.1,3.1,-11.2,2.4,-0.5
O=C(CNC(=S)N(CCCN1CCOCC1)Cc1cccs1)NCc1ccccc1,-0.8,-1.0,3.9,0.9,-1.0,-1.7,0.4,1.1,7.0,0.0,0.2
CCc1nnc(NC(=O)c2nc(Cl)ccc2Cl)s1,-1.5,-0.7,3.6,0.4,2.0,-0.6,0.1,-0.9,4.7,-3.5,0.9
COC(=O)C1=C(C)N(Cc2ccccc2)C(=NCc2cc(OC)c(OC)c(OC)c2)N[C@H]1CCc1ccccc1,1.0,-1.1,-10.7,-5.9,-1.2,-0.8,0.4,-18.4,-6.9,-10.7,0.0
O=C(O)c1cc(C(=O)O)c(-c2ccccc2)c(C(=O)O)c1,0.5,-1.0,2.7,2.0,-0.9,-1.1,1.3,0.1,1.8,6.6,0.0
O=C(c1ccco1)n1nc(-c2ccco2)nc1SCc1ccccc1,1.4,-1.2,5.5,2.8,0.3,2.1,1.1,-5.3,-0.2,2.1,0.3
CCc1nc(N2CCC(C)CC2)c2oc3ccccc3c2n1,0.6,-1.2,1.4,1.7,-2.5,-0.6,-0.1,-7.2,-3.2,12.1,-0.7
CCN1CCN(C(CNS(=O)(=O)c2ccc(Cl)cc2)c2ccccc2)CC1 (centres undefined),0.1,-0.8,-31.3,-0.3,-1.5,-1.1,0.9,-13.5,-1.2,5.4,0.3
COc1ccc(C(=O)N2CCCc3ccccc32)cc1,-1.4,-0.6,0.0,5.3,-0.6,0.2,-1.1,1.4,-0.8,5.9,0.1
O=C(O)C1(Nc2ccccc2)CCCC1,-6.9,-1.0,1.3,0.5,-0.1,-1.2,-0.4,-0.9,13.0,-8.1,0.0
CCOc1ccc(C2C(C(=O)Nc3cc(C)on3)c3ccccc3C(=O)N2CCN2CCOCC2)cc1 (centres undefined),-1.4,-1.9,2.0,0.0,-0.4,-0.1,0.6,0.5,-3.5,-6.9,0.3
COc1cc(OC)cc(-c2c(-c3cccs3)c3cc(-c4ccc(OC)cc4F)ccc3n2C)c1,0.1,-0.2,1.2,0.9,-1.4,2.1,-0.5,-0.5,4.4,-61.5,-0.8
CCC(c1nnnn1C(C)C)N1CCN(C2CCCC2)CC1 (centres undefined),0.5,-0.9,1.4,-0.7,0.0,1.7,2.1,-1.3,-5.2,73.5*,0.8
O=C(CN1C(=O)NC2(CCCC2)C1=O)N1CCN(Cc2ccccc2)CC1,0.9,-1.5,1.9,0.7,-0.1,0.6,-1.6,0.5,-0.8,-0.9,-1.7
Cc1ccc(-n2nc3c(c2NC(=O)c2ccco2)CS(=O)(=O)C3)c(C)c1,7.0,-0.8,0.5,1.3,0.0,3.3,1.2,2.2,3.7,10.6,0.1
COC(=O)CNC(=O)c1ccc(NS(=O)(=O)c2cc([N+](=O)[O-])ccc2Cl)cc1,-3.2,-1.2,1.5,4.0,-1.2,-3.0,-1.8,1.0,-6.1,-0.5,0.9
COc1ccc2c(c1)c(C(=O)O)c(C)n2-c1ccccc1,-0.3,-0.4,1.2,0.5,0.9,2.6,-2.5,-3.6,8.6,0.8,0.2
Cc1cccc(Nc2nc(N)nc(CSC(=S)N3CCOCC3)n2)c1,-1.7,-1.0,-1.4,5.6,-0.5,0.9,0.5,-1.4,7.8,-4.3,0.1
COc1ccc(S(=O)(=O)Oc2ccccc2C(=S)N2CCOCC2)cc1,-1.3,-0.3,-3.3,1.8,-1.1,1.1,-0.9,-3.9,-2.4,-0.6,-1.8
O=C(O)CSc1ccn(Cc2ccccc2)c1,1.7,-0.6,-0.4,0.7,0.7,-1.8,1.4,-0.4,-0.6,-7.7,0.5
CCOC(=O)Cc1csc(NC(=O)Nc2cccc(Cl)c2)n1,-0.4,-2.1,1.9,0.0,-2.1,1.7,0.3,1.1,-29.9,8.1,-1.2
CC1CCN(S(=O)(=O)Cc2ccccc2Cl)CC1,0.4,-1.6,1.0,1.5,-1.2,0.5,-0.8,0.6,2.3,3.4,0.2
CC1C(=O)N2CCCc3cc(NC(=O)C(=O)NCCCc4ccccc4)cc1c32 (centres undefined),2.8,-0.7,1.5,-1.1,-1.1,-3.5,-0.9,2.4,-35.0,3.4,-1.4
FC(F)C(F)(F)Oc1cccc(Nc2nccn3c(-c4cccc5ccccc45)cnc23)c1,-3.4,-1.6,-6.0,0.4,-2.9,-2.2,·,-0.3,1.1,-35.6,-0.4
Clc1cccc(-c2cccc3nccn23)c1Cl,-2.7,-1.6,-5.0,1.5,-1.2,1.1,·,-4.8,8.2,-61.4,-0.6
Clc1ccc(CSc2ncn[nH]2)cc1,2.0,-0.7,0.9,0.4,-0.3,0.1,0.6,-0.6,-1.2,-0.2,-0.7
Cc1nn(C)c(C)c1Nc1ccc(N2C(=O)C3C4C=CC(C4)C3C2=O)cc1[N+](=O)[O-] (centres undefined),-1.3,-1.9,-0.2,3.1,-2.0,-0.5,1.0,-3.8,3.1,-0.1,-0.3
CC(=O)c1sc(NC(=O)C2CCN(c3ncnc4sc(C)c(C)c34)CC2)nc1-c1ccccc1,-2.1,-0.8,-1.4,0.7,-0.8,0.2,1.5,-2.9,-7.5,-4.7,1.2
Cc1cccc(OCC(=O)N/N=C\c2cn(C)c3ccccc23)c1,3.7,-0.3,-1.1,-0.5,4.3,-1.0,1.5,-4.3,-12.9,4.0,-0.1
